Assay outcomes as filed in PubChem.
TbMetRS inhib: Trypanosoma brucei MetRS inhibition; inhibition, % at 11.9 µM; 0.4% of 360,000 active; purified T. brucei MetRS, ATP depletion, Kinase-Glo luminescence; AID 624268;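 active means inhibition above a per-plate cutoff of the control wells' mean inhibition plus 3 SD, cut at about 5.5% in these data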;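 further: 0% = DMSO wells median and 100% = median of wells with control inhibitor compound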
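Measured by: Kinase-Glo luciferase luminescence reporting remaining unconsumed ATP. Material: purified T. brucei MetRS enzyme. Doses: 11.9 µM compound single dose, 0.9% DMSO. Medium: HEPES buffer containing pyrophosphatase, BSA, spermine, DTT. Times: 15 min preincubation, 2 h reaction, all 25 °C. Reagent: methionine, ATP and bulk E. coli tRNA.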
SKN-1 inh: blocks SKN-1 activity in C. elegans. C. elegans VP596 Pgst-4::GFP/RFP ratio, acrylamide-induced, 24 h. inhibition, % at 21.8 µM. 0.49% of 360,000 active. AID 624304;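 active means interference check ratio from 0.5 to 1.5 plus GFP to RFP signal ratio inhibition reaching or exceeding a fixed threshold, cut at about 30% in these data, passing the limit was not always enough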; further: some compounds called inactive have numbers as strong as hits
FAS-TE inh: inhibitors of human fatty acid synthase thioesterase domain | 0.67% of 360,000 active | P49327 | recombinant FAS-TE, OMFH fluorogenic substrate, fluorescence endpoint | inhibition, % at 15 µM;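 active means compounds whose normalised, plate-corrected inhibition of enzyme fluorescence in the single-dose primary screen is 50% or more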;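 further: 0% = DMSO with enzyme and 100% = substrate without enzyme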
MT1-MMP act inh: inhibitors of human MT1-MMP activation. P50281. HT1080 RFP-PRO-GFP cells, GFP/RFP ratio fluorescence, overnight; percent of plate control window, DMSO zero. GFP/RFP ratio change, % at 20 µM. 0.061% of 360,000 active. AID 651647;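 active means GFP/RFP ratio change of at least 30% with cell ATP level not reduced by more than half and red fluorescence within 50% of control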; further: strong numbers were not always called active
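Assay system: RFP-PRO-GFP reporter HT1080 cells; read-out basis: GFP/RFP fluorescence ratio; benchmarks: DMSO wells and RFP-L50D-GFP cells; doses: 20 µM single dose, 1% DMSO; schedule: overnight cell settling, then overnight compound exposure, 37 °C, 5% CO2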
CendR NRP1 mod: modulators of CendR peptide binding to human neuropilin-1. O14786. FAM-RPARPAR peptide binding to NRP-1, fluorescence polarization. inhibition, % at 25 µM. 0.85% of 360,000 active. AID 602438;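 active means inhibition or corrected inhibition above about 18%, plus a signal ratio from 0.5 to 1.5, limit read from the data, passing the limit was not always enough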; further: strong numbers were not always called active
MsrA inh: inhibits bovine methionine sulfoxide reductase A | inhibition, % at 15.5 µM | purified bovine MsrA, absorbance read-out | 0.75% of 360,000 active; in the data active means inhibition above about 4.5%;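 further: 0% = vehicle wells with enzyme and 100% = reference inhibitor wells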
PABP1 MLLE inh: blocks PAM2 peptide binding to the PABP1 MLLE domain; P11940; GST-MLLE / FITC-PAM2 fluorescence polarization; inhibition, % at 20 µM; 0.36% of 360,000 active; in the data active means inhibition above about 35%, passing the limit was not always enough;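 further: plate controls were DMSO wells with GST-MLLE for no effect and wells lacking GST-MLLE protein for full effect; some results filed as inactive read as strong as hits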
Target sequence (P11940 whole entry, looked up, the tested form may be a part): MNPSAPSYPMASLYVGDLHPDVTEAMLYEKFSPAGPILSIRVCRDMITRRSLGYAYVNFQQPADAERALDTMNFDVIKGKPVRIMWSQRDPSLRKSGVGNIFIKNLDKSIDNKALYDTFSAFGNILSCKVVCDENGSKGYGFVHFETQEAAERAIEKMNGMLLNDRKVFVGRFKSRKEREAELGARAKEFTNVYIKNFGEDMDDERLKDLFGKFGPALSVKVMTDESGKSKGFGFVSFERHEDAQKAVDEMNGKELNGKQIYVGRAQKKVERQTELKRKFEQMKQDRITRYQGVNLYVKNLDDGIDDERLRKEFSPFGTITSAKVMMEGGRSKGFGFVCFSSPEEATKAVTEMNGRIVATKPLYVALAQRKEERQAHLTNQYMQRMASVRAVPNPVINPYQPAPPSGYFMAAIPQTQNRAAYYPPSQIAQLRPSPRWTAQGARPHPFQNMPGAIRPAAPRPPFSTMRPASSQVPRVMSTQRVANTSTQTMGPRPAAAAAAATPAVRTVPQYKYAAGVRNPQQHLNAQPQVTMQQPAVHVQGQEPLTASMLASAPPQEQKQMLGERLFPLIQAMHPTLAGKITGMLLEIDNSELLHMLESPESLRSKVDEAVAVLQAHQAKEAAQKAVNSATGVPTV
bovine MsrA act: bovine methionine sulfoxide reductase A activation | purified bovine MsrA, absorbance read-out | 0.3% of 360,000 active | activation, % at 10.6 µM; in the data active means activation above about 7.5%;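 further: 0% = vehicle and 100% = reference activator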
eLon inh: E. coli protease La inhibition; purified E. coli Lon protease, fluorescence polarization; P0A9M0; 0.42% of 360,000 active; inhibition, % at 7.94 µM; in the data active means inhibition above about 13%, passing the limit was not always enough;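 further: 0% = enzyme with probe and DMSO and 100% = no enzyme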
Starred values were filed as active, the others as inactive; . = not tested or not shown. Compounds as they come; any-hit rate near 4%.

SMILES	TbMetRS inhib	SKN-1 inh	FAS-TE inh	MT1-MMP act inh	CendR NRP1 mod	MsrA inh	PABP1 MLLE inh	bovine MsrA act	eLon inh
O=C(Nc1ccccc1)c1ccccc1NC(=O)C(F)(F)F	-0.3	-8	2	2	-6	-0.1	2	-2	-2
Cc1c([N+](=O)[O-])cc(C(=O)NCc2ccc(F)cc2)cc1[N+](=O)[O-]	0.0	12	38	-5	0	-1.4	12	-3	12
CCCNc1ccc(C(=O)OCC)cc1[N+](=O)[O-]	-0.5	13	20	3	18	1.1	-3	-1	-3
COc1ccc(C2=Nc3ccccc3C2(O)CCN2C(=O)c3ccccc3C2=O)cc1 (stereo unspecified)	-0.8	-3	-6	2	6	1.8	1	-6	-5
COc1cc2c(cc1O)C(SC)=NC(C)(C)C2	0.4	-10	2	2	9	0.2	4	-3	-3
O=C(CCCN1CCc2[nH]c3ccc(F)cc3c2C1)c1ccc(F)cc1	0.3	4	-1	2	-2	-0.8	-11	-10	3
C[C@H](NS(=O)(=O)c1ccc(Cl)cc1)C(=O)OCC(=O)NC(=O)Nc1ccc2c(c1)OCCO2	-0.3	-1	-1	1	-10	-1.1	-11	-4	6
O=C(COC(=O)C1=NN(c2ccccc2)C(=O)CC1)NCc1ccccc1Cl	0.4	13	-3	3	13	-0.3	9	-2	-3
C#CCOCCOCCOCCNc1nc(N2CCN(C(=O)CCCCCCCCCCNC(=O)[C@H]([C@@H](C)CC)n3cc(CCCCCN)nn3)CC2)nc(N2CCN(C(=O)CCCCCCCCCCNC(=O)[C@H](CCCCN)n3cc(CCCC(=O)O)nn3)CC2)n1	-0.5	6	-13	26	13	.	-4	4	-2
CC1=C(C(=O)OCC(C)C)C(c2cccs2)NC(=S)N1 (stereo unspecified)	-0.6	-6	-5	4	2	0.0	-112	-6	-13
Cc1cccc(OCC(=O)Nc2ccccc2F)c1	-0.3	11	2	-2	6	-0.1	-5	-3	0
CN(CCN1CCOCC1)C(=O)CC1C(=O)NCCN1Cc1ccccc1F (stereo unspecified)	-0.1	35	-2	1	14	-0.1	-7	-3	-10

4 records drawn at random from those above:
SMILES	TbMetRS inhib	SKN-1 inh	FAS-TE inh	MT1-MMP act inh	CendR NRP1 mod	MsrA inh	PABP1 MLLE inh	bovine MsrA act	eLon inh
CC1=C(C(=O)OCC(C)C)C(c2cccs2)NC(=S)N1 (stereo unspecified)	-0.6	-6	-5	4	2	0.0	-112	-6	-13
COc1cc2c(cc1O)C(SC)=NC(C)(C)C2	0.4	-10	2	2	9	0.2	4	-3	-3
Cc1c([N+](=O)[O-])cc(C(=O)NCc2ccc(F)cc2)cc1[N+](=O)[O-]	0.0	12	38	-5	0	-1.4	12	-3	12
Cc1cccc(OCC(=O)Nc2ccccc2F)c1	-0.3	11	2	-2	6	-0.1	-5	-3	0

Following part.
SMILES	TbMetRS inhib	SKN-1 inh	FAS-TE inh	MT1-MMP act inh	CendR NRP1 mod	MsrA inh	PABP1 MLLE inh	bovine MsrA act	eLon inh
CC1=C(C)CS(=O)N(S(=O)(=O)c2ccccc2)C1 (stereo unspecified)	-0.4	-10	8	-1	-3	-1.8	17	2	-9
CN(CC(=O)Nc1ccccc1Br)C(=O)CNC(=O)C1CCCCC1	0.0	-3	-6	0	2	0.3	-4	-1	-4
COC(=O)CCC(=O)Nc1ccc(Br)cc1	-0.3	-4	-11	9	9	0.3	4	-3	1
COCC(=O)Nc1nc2n(n1)C(c1ccc(OC)cc1)CC(c1ccc(OC)cc1)N2 (stereo unspecified)	-0.1	7	-7	2	2	-0.6	-6	-1	-3
CC(=O)Nc1ccc(NC(=O)C/C(C)=N/NC(=O)c2cccc3ccccc23)cc1	-0.4	13	-4	4	5	0.9	6	0	3
COc1ccc(N2CCN(C(=O)c3ccc(CS(=O)Cc4ccc(Cl)cc4)o3)CC2)cc1 (stereo unspecified)	0.1	4	1	0	7	0.6	10	-1	2
Fc1ccccc1C1CCN(Cc2nc(COc3ccccc3)no2)C1 (stereo unspecified)	-0.7	5	10	0	16	-1.0	-7	0	-6
c1cncc(-c2nc(NCCCn3ccnc3)c3ccccc3n2)c1	0.2	-11	-7	-6	4	0.1	-20	-4	8
COc1ccc(CCNC(=O)COC(=O)c2cc(S(=O)(=O)N3CCOCC3)ccc2C)cc1OC	0.2	8	-4	3	5	-1.0	0	-1	-11
COc1cccc(C(=O)CSc2nnnn2C2CCCCC2)c1	0.1	-7	10	3	4	0.6	-34	-4	-5
Cc1nc(C#N)c(NCc2ccc3c(c2)OCO3)o1	-0.3	21	-6	5	8	-0.2	7	-4	3
COc1ccc(-c2sc3ccccc3c2/C=C/c2ccc(OC)c(OC)c2)cc1	-0.1	-3	23	-3	4	1.9	-1	-5	-11
C(=N\NC(=Nc1ccccc1)c1ccccn1)/c1ccccn1	-0.1	-8	-10	3	4	0.7	-16	-1	-14
COc1ccccc1NS(=O)(=O)c1cccc(NC(=O)c2sc3ccccc3c2Cl)c1	-0.6	-9	35	-9	4	3.2	-3	-3	2
COC(=O)C(Cc1ccc(O)cc1)NC(=O)CCc1ccco1 (stereo unspecified)	-0.7	12	-6	-2	3	-0.1	5	-8	4
CC(C)(C)c1cc(C(=O)Nc2cccc3ccccc23)ccn1	-1.4	0	3	5	-3	-0.7	14	-2	-4
Cc1ccc(-n2ncc3c(=O)n(CC(=O)N(C)C)cnc32)cc1C	0.0	-5	-1	2	-7	-2.0	4	3	-6
CCOC(=O)C1(C)CCCN(C(=O)Cc2ccc3ccccc3c2)C1 (stereo unspecified)	0.2	6	-4	-3	9	-0.3	-1	-2	-8
CNC(=S)N(Cc1cc2ccc(OC)cc2[nH]c1=O)CC1CCCO1 (stereo unspecified)	0.0	-9	-2	3	10	1.1	-111	-8	1
CC12C=CC3(O1)C(C(=O)N(c1cccnc1)C3C(=O)NC1CCCCC1)C2C(=O)Nc1ccccc1 (stereo unspecified)	-0.3	-7	-4	0	5	-0.2	0	-4	-4
O=C(NCCc1ccc(Cl)cc1)c1n[nH]c2ccccc12	0.0	2	1	5	-1	-0.1	-9	-1	5
Cc1ccccc1NC1=C/C(=N\S(=O)(=O)c2ccc(C(=O)O)cc2)c2ccccc2C1=O	9.7*	24	5	20	24*	19*	6	-2	0
CCC(=O)NCCC(c1ccco1)c1ccccc1OC (stereo unspecified)	-0.4	30	1	0	-13	1.9	16	0	-6
Cc1nn(Cc2ccccc2Cl)c(C)c1NC(=O)c1cc(-c2ccc(F)cc2)on1	0.3	4	-7	4	-4	0.1	2	0	-2
COc1ccc(OCC(=O)N2CCN(c3nnc(-c4ccc(C)cc4)c4ccccc34)CC2)cc1	0.5	-7	16	-3	-3	-0.9	-3	-3	0
Cc1ccc2[nH]c(=O)c(CN(CCN3CCOCC3)C(=O)Nc3ccc(F)cc3)cc2c1	5.9*	-4	0	4	-11	0.5	-7	0	-5
OCCC1CN(Cc2cccn2-c2cccnc2)CCN1C1CCCCC1 (stereo unspecified)	-0.4	1	-3	-2	-11	-0.1	2	-2	-3
COc1ccc(OC)c(NC(=O)COC(=O)/C=C/c2ccccc2Cl)c1	-0.1	10	18	1	11	0.2	-5	1	6
CC(C)(C)OC(=O)N1CCCC(C(=O)Nc2cccc(C(=O)N3CCOCC3)c2)C1 (stereo unspecified)	0.1	-10	-5	3	-12	0.7	-3	-6	-2
CCN(CC)Cc1c(O)ccc2c(=O)c(-c3ccccc3Cl)coc12	-0.2	1	-5	0	0	2.7	4	-9	10
CN(C(=O)c1cccc(NC(=O)Cc2ccc(NC(=O)C3CCCN(C(=O)C4CC4)C3)cc2)c1)C1CCCCC1 (stereo unspecified)	-0.2	9	-5	0	-6	1.1	-1	-4	-6
O=C(NCc1nnc(SCC(=O)N2CCOCC2)o1)c1ccccc1F	-0.9	7	-4	11	-5	0.1	5	-3	-1
COC(=O)[C@@]1(Cc2ccccc2)[C@H]2C(=O)N(Cc3ccccc3)C(=O)[C@H]2[C@H]2CN=C(SCc3ccccc3)N21	0.1	7	20	-9	2	1.7	5	-3	-4
COc1ccc(C2=Nn3c(nnc3-c3ccco3)SC2)cc1OC	-1.4	-10	-8	6	1	3.2	-7	-7	4
O=C1Nc2ccccc2N(O)N1c1ccc(Cl)cc1	-0.2	5	-9	2	-3	-0.3	15	-4	5
O=C(Cc1ccc(-n2cnnn2)cc1)NC12CC3CC(CC(C3)C1)C2	-0.9	2	-2	-4	22	2.5	9	-1	-1
CC(Oc1ccc(Cl)cc1Cl)c1nc(-c2ccc(NC(=O)c3ccccn3)cc2)no1 (stereo unspecified)	-0.8	14	41	5	1	0.3	-8	-6	-2
Cc1ccc(S(=O)(=O)NCC(=O)N(CC(=O)NCc2ccco2)C2CCCC2)cc1	0.1	16	-5	0	11	-0.1	-10	-3	-2
COc1cc(S(=O)(=O)N2CCOCC2)c(OC)c(S(=O)(=O)N2CCOCC2)c1	-1.0	12	-7	-3	-3	0.9	-16	-7	2
c1ccc(Cn2c(SCc3cn4cccnc4n3)nnc2-c2ccco2)cc1	0.4	-11	-4	0	17	0.8	-43	0	4
CC1(C)CC(N2CCN(c3ccccc3)CC2)=CC(=[N+]2CCCC2)C1	-0.3	3	-5	-5	2	5.5*	-131	-5	-1
Cc1cc(C)n2nc(S(=O)(=O)NC3CCCCC3)nc2n1	0.4	-6	-1	-3	1	0.3	-14	1	-2
COc1cc(OC)nc(Nc2nc(CN)cs2)n1	-0.4	8	-6	4	0	-0.3	-13	-4	-8
CC1(C)OC(=O)C2=C(C[C@@H](CCOCc3ccccc3)O[C@@H]2c2ccc(F)cc2)O1	-0.2	9	6	1	-9	-0.4	.	-3	-5
O=S(=O)(c1ccc(OCC(O)CN2CCN(c3ccccc3O)CC2)cc1)N1CCOCC1 (stereo unspecified)	-0.1	12	-6	5	0	0.4	-2	3	6
CCOc1ccccc1Oc1c(C)oc2c(CN3CCN(C)CC3)c(O)ccc2c1=O	0.8	5	-4	4	2	3.7	-5	-3	-2
O=C(COC(=O)c1cc(=O)[nH]c2ccccc12)Nc1nccs1	0.0	4	-7	4	0	0.5	-16	-1	-5
CC1(C)Cc2c(C#N)c(SCc3nc4ccccc4[nH]3)nc(N3CCOCC3)c2CO1	1.1	9	4	6	12	0.3	12	-4	-8
O=S(=O)(Nc1cccc(F)c1)c1cccc2nsnc12	-1.4	11	-4	2	7	1.2	4	-1	-5
C/C(=N\NC(=O)CNC(=O)C(c1ccccc1)c1ccccc1)c1ccccc1	0.1	4	-4	-2	-10	0.8	-12	-4	-4
CCc1nn(CC(=O)NCCCN(C)Cc2ccccc2)c(=O)c2cc3sc(C)cc3n12	-0.5	-1	-1	1	-3	0.0	10	-2	-1
N#Cc1nc(NCC(F)F)nc(Nc2cc(F)cc(F)c2)n1	-0.5	6	33	14	2	0.6	9	0	-4
CCOc1ccccc1NC(=S)Nc1ccccc1F	-0.9	2	-1	-3	6	0.7	27	-1	0
CC1CCCN(c2sc(S(C)(=O)=O)nc2S(=O)(=O)c2ccc(Cl)cc2)C1 (stereo unspecified)	-1.0	8	24	-8	14	0.7	-24	-5	6
COc1ccc(N=c2cc(-c3ccc(OC)cc3)oc3ccccc23)cc1	-0.5	1	30	5	-3	1.4	3	-7	-15
